Source: PubChem
KLK5 inh: human KLK5 protease inhibitors, primary screen, biochemical, 1536-well; 210,000 compounds, 0.59% hits; Kallikrein-5 (Homo sapiens), Q9Y337; AID 873, 2007; inhibition, % at 5 µM; recombinant hK5, fluorogenic AMC substrate cleavage;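 active = inhibition of 40% or more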;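 note: 0% = enzyme controls without compound and 100% = no-enzyme blanks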
FXIIa inh: human FXIIa protease inhibitors, primary screen, biochemical, 1536-well. purified FXIIa, Boc-QGR-AMC fluorogenic substrate, 2 h. inhibition, % at 5 µM. 220,000 compounds, 0.3% hits. AID 800, 2007; in the data active = inhibition above about 40%;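 note: 0% = enzyme with no compound and 100% = blank without enzyme; many of its hits are not listed in these tables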
FXIa inh 1536: human FXIa protease inhibitors, primary screen, biochemical, 1536-well | purified FXIa, Boc-Glu-Ala-Arg-AMC fluorogenic substrate | inhibition, % at 5 µM | 220,000 compounds, 0.14% hits | AID 798, 2007 | Coagulation factor XI (Homo sapiens), P03951;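 active = inhibition of at least 40%; inactive = inhibition below 40%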;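 note: fluorescence of freed AMC excited at 355 nm; 0% = enzyme without compound and 100% = no enzyme blank; many of its hits are not listed in these tables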
Mdm2 ligase inh: MDM2-luciferase reporter signal enhancers, primary screen, MDM2 E3 ligase inhibitor project, cell-based, luminescence, 1536-well. 210,000 compounds, 0.11% hits. E3 ubiquitin-protein ligase Mdm2 (Homo sapiens), Q00987. cell-based MDM2 ubiquitination luciferase reporter, 2 h; 0 = plate control, 100 = twice control, blank-subtracted. signal enhancement, % at 5 µM;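 active = signal enhancement of 30% or more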;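 note: luminescence tracks abundance of the self-degrading MDM2-luciferase fusion protein; higher signal means inhibition of MDM2 E3 ligase activity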
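Material: stable MDM2–luciferase fusion reporter cells / Quantity: 2000 cells/well / Dosing: single 5 µM compound dose, 0.2% final DMSO / Buffer or medium: DMEM / Schedule: 4 h cell settling then 2 h compound exposure, 37 °C / Detection: luminescence with SteadyLite reagent, 15 min at room temperature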
Wee1 stabilizer: Wee1 degradation inhibitors, primary screen, cell-based, HeLa, Wee1K328M-luciferase, luminescence; Wee1-like protein kinase (Homo sapiens), P30291; HeLa Luc-Wee1K328M stability; 100% = proteasome inhibitor MG132 effect; reporter increase, % at 5 µM; 220,000 compounds, 1.2% hits;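 active = activation above the mean of all tested compounds plus 3 SD, set per screening run, cut at about 8.8% in these data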;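 note: cells exposed to compound for 20 h before luminescence read; 0% = DMSO alone and 100% = MG132 at 30 µM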
14-3-3 Bad inh: inhibitors of 14-3-3 zeta/Bad binding, primary screen, biochemical, TR-FRET, bovine 14-3-3 zeta | 14-3-3 protein zeta/delta (Bos taurus), P63103 | TR-FRET 14-3-3zeta/Dy647-pBad peptide displacement, 1 h | inhibition, % at 21.7 µM | 220,000 compounds, 0.71% hits | AID 781, 2007;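 active = inhibition above about 70%, limit read from the data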;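 note: 0% = full 14-3-3 plus peptide FRET controls and 100% = background without 14-3-3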
eIF4E 4G PPI: eIF4E–eIF4G protein interaction inhibitors, primary screen, biochemical, uHTS, TR-FRET, eIF4GI fragment; Eukaryotic translation initiation factor 4E (Mus musculus) + Eukaryotic translation …; TR-FRET eIF4E-eIF4GI(517-606) binding, 2 h; inhibition, % at 21.7 µM; 220,000 compounds, 0.37% hits;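 active = inhibition above about 30%, limit read from the data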;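 note: 0% = full FRET control wells and 100% = background wells lacking eIF4GI fragment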
Target sequence (P63073 whole entry, looked up, the tested form may be a part): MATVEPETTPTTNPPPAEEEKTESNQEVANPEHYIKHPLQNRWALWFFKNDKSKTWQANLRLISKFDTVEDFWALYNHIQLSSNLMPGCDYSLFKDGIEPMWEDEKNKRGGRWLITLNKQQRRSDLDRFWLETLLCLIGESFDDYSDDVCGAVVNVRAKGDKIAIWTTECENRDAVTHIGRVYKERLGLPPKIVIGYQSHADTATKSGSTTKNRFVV
Target sequence (Q04637 whole entry, looked up, the tested form may be a part): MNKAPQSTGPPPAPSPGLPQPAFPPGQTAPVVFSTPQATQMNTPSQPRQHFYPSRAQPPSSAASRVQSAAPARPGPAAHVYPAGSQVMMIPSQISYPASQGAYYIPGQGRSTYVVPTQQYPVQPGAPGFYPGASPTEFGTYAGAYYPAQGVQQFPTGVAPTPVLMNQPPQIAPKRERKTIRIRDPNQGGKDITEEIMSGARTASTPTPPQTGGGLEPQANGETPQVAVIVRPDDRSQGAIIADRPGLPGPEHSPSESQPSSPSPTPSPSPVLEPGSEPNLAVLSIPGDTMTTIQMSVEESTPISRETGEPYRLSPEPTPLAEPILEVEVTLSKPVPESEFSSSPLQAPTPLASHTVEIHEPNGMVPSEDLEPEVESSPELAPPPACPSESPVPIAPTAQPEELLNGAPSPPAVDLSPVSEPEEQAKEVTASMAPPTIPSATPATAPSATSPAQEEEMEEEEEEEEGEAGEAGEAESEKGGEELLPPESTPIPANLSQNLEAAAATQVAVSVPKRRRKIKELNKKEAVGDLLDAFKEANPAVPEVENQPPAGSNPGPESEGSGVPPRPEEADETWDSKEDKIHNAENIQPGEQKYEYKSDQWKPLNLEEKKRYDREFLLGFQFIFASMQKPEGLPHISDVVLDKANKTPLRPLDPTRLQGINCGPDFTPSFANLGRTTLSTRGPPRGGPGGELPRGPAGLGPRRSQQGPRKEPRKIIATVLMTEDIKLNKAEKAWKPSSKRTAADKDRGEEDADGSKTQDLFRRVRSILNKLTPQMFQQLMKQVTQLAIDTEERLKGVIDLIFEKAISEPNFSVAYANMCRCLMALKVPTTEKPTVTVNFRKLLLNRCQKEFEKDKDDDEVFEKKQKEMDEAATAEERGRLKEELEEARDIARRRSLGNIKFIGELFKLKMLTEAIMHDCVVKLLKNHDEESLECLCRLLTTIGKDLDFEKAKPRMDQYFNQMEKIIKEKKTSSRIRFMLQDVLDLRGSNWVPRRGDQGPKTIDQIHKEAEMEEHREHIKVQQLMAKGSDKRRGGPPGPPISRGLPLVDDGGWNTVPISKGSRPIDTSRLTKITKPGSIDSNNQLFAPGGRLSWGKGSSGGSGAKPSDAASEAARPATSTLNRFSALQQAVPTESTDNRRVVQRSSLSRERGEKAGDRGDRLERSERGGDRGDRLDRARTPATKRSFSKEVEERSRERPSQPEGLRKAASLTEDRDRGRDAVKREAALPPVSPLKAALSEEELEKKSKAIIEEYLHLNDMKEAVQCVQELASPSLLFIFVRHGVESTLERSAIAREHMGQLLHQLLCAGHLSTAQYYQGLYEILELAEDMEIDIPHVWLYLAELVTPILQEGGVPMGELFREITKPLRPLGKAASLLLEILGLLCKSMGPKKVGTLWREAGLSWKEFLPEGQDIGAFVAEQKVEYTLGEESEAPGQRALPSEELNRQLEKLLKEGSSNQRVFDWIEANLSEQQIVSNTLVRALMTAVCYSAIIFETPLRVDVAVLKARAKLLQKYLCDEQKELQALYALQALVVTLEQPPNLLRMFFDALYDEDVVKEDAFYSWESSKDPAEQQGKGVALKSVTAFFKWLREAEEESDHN
p97 inhibitor: inhibitors of human p97 ATPase, primary screen, biochemical. recombinant p97 ATPase, Kinase-Glo ATP luminescence, 3 h. inhibition, % at 8 µM. 220,000 compounds, 0.42% hits. AID 1481, 2009; in the data active = inhibition above about 15%;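 note: 0% = DMSO vehicle and 100% = wells lacking enzyme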
Rad51 HR inh: human RAD51 strand exchange inhibitors, primary screen, biochemical, fluorescence; inhibition, % at 10 µM; AID 1385, 2008; hRad51 DNA strand exchange, fluorescence dequenching; DNA repair protein RAD51 homolog 1 (Homo sapiens), Q06609; 200,000 compounds, 0.085% hits;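 active = inhibition above 40% at the single screening dose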;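 note: 0% = DMSO control wells and 100% = blanks with heterologous ssDNA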
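material = hRad51 filaments on single-stranded DNA | timing = filaments 15 min 37 °C, then compound 30 min | signal = FRET fluorescence dequenching, excitation 485 nm, emission 520 nm | benchmarks = control wells and blank wells on each plate | evaluation = percent inhibition relative to plate controls and blanks | compound = 10 µM final, single point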
The depositor's hits bear a star; nt = not tested or not shown; [ ] = another dose, or the depositor's remark.

SMILES	KLK5 inh	FXIIa inh	FXIa inh 1536	Mdm2 ligase inh	Wee1 stabilizer	14-3-3 Bad inh	eIF4E 4G PPI	p97 inhibitor	Rad51 HR inh
O=C(NCc1ccccc1)c1ccc(CS(=O)(=O)Cc2ccccc2F)o1	2	2	-4	6	-3	-10	1	3	6
CCOP(=O)(OCC)c1nc(-c2cccc3ccccc23)oc1N1CCOCC1	-57	4	18	-18	-1	11[fluorescence artefact?]	10	-5	-11
Cc1cc(C)c(NC(=O)Cn2nc(-c3ccccc3)nc2-c2ccccc2)c(C)c1	-10	5	3	8	0	8	18	7	1
COc1ccc(C2c3c(ccc4ccccc34)Oc3ncn4nc(Cc5ccc(OC)c(OC)c5)nc4c32)cc1 (stereo not drawn)	-2	8	4	-11	-1	-9	3[fluorescence artefact?]	4	0
CCC1c2ccc(C)n2CCN1C(=O)Nc1cc(Cl)ccc1OC (stereo not drawn)	10	6	5	-20	0	6	2	2	-20
CCCn1nnnc1SCC(=O)NCc1ccc2c(c1)OCO2	-17	3	-1	0	-2	18	-8	7	6
Cc1nnc(SCC(=O)N(C(C)C)C(C)C)nc1C	-4	10	-2	-10	-1	-9	2[fluorescence artefact?]	-1	9
CN(C)CCOCCOc1ccc(Cl)c2ccccc12	-15	-1	-6	-12	1	4	1	2	5
CCc1ccc(N=CC23c4ccccc4C(c4ccccc42)C2C(=O)N(c4ccc(OC)cc4)C(=O)C23)cc1 (stereo not drawn)	-1	8	3	-5	-3	-9	11	2	-4
CC(=O)NC1=NN(C(C)=O)C(C)(c2cccs2)S1 (stereo not drawn)	-5	3	-7	-11	0	-2[fluorescence artefact?]	-1	2	9
COc1ccc(N(CC(=O)Nc2cccc(N(C)S(C)(=O)=O)c2)S(=O)(=O)c2ccc(F)cc2)cc1	5	9	4	-3	-1	-1	-5	3	-2
O=C(CS(=O)(=O)c1c[nH]c2ccccc12)NC1CCCCC1	3	19	5	-28	0	6	-6	-2	-2
Cc1nnc(NC(=O)CSc2cn(CCNC(=O)c3ccccc3)c3ccccc23)s1	-7	8	4	-14	4	-12	-2	0	2
COc1ccc(CNC(=O)/C(C)=C\C(=O)O)cc1	20	29	30	-93	1	3	-1	0	-3
COc1ccc(C(=O)Nc2c(F)c(F)c(F)c(F)c2F)c(OC)c1	38	24	18	-8	-2	-10	2	0	10

Reprinted from the part before: 2 entries; new compounds follow.
SMILES	KLK5 inh	FXIIa inh	FXIa inh 1536	Mdm2 ligase inh	Wee1 stabilizer	14-3-3 Bad inh	eIF4E 4G PPI	p97 inhibitor	Rad51 HR inh
COc1ccc(CNC(=O)/C(C)=C\C(=O)O)cc1	20	29	30	-93	1	3	-1	0	-3
COc1ccc(C(=O)Nc2c(F)c(F)c(F)c(F)c2F)c(OC)c1	38	24	18	-8	-2	-10	2	0	10
CC1=NC(=O)C(N=Nc2cccc(O)c2)N1c1ccccc1 (stereo not drawn)	0	7	6	-12	5	32[fluorescence artefact?]	25[fluorescence artefact?]	3	nt
O=c1c2ccccc2ncn1-c1ccccc1F	0	10	0	-2	-3	2	3	-1	-4
COc1ccc(-c2[nH]n(-c3ccc([N+](=O)[O-])cc3)c(=O)c2C=NCC2CCCO2)cc1 (stereo not drawn)	nt	12	7	-11	3	-12	2	1	15
Cc1c(Cl)cccc1Nc1nc(N)nc(CN2CCc3ccccc3C2)n1	-26	43*	27	-22	4	3	9	1	-3
Cc1ccc(-n2c3c(c(=O)[nH]c2=O)C(NS(=O)(=O)c2ccc(Cl)cc2)(C(F)(F)F)C(=O)N3)cc1 (stereo not drawn)	14	-5	-11	-10	0	-1	3	-1	-3
CCC1=Nc2cc(C(=O)NCC3CCCO3)ccc2Sc2ccc(Cl)cc21 (stereo not drawn)	4	13	4	-11	2	4	-1	-2	-13
COc1ccc(C)cc1NC(=S)NNC(=O)c1ccccc1Cl	-298	14	7	-10	-2	1[fluorescence artefact?]	-13[fluorescence artefact?]	4	0
Cc1cccc(OCCCn2c(=O)oc3ccccc32)c1	-4	4	-3	-6	-3	-4	-4	1	7
COc1ccc(NC(=O)/C(N=Nc2cc(S(=O)(=O)Nc3ccc(OC)cc3)ccc2OC)=C(\C)O)cc1	13	8	0	-11	-3	-1	1	-3	10
COc1cc(OC)c2c(-c3ccccc3)cc(=O)oc2c1C(CCN1CCCCC1)c1ccc(N(C)C)cc1 (stereo not drawn)	-7	-3	-8	9	nt	4	-4	nt	0
CCCc1ccc(-c2csc(NC(=O)Cc3cccs3)n2)cc1	1	13	8	-14	1	9	5	0	-1
O=C1Nc2ccc(S(=O)(=O)N3CCCC3)c3ccc(S(=O)(=O)N4CCCC4)c1c23	16	-1	-4	-5	-2	-3[fluorescence artefact?]	3[fluorescence artefact?]	4	-2
COc1ccccc1C/C(N)=N/OC(=O)COc1ccc2ccccc2c1	-1	9	-3	-5	1	-4	-3	7	2
Cc1nnn(C23C[C@@H]4C[C@@H](CC(C(=O)N5CCN(c6ccccc6)CC5)(C4)C2)C3)n1	-9	2	-8	-3	5	0	3	4	-7
CCOC(=O)C1CCCN(C(=O)c2ccc(Cl)c(S(=O)(=O)N3CCCCCC3)c2)C1 (stereo not drawn)	nt	3	-2	-11	-4	-2	2	-2	nt
FC(F)(F)c1cccc(Cn2cnc(NC(=S)NCCc3ccccc3)n2)c1	-8	1	-3	-3	-3	-10	-2	-1	6
O=C(/C=C\c1ccccc1OC(=O)c1ccccc1F)c1cc2ccccc2o1	-2	4	8	-14	0	-2	2	3	-1
O=C(NNC(=S)NC(=O)c1cccnc1)c1ccc(F)cc1	-13	10	2	-1	-3	-8	2	15*	-4
CSC1=NCCN1C(=O)COc1ccc2ccccc2c1	-1	7	-2	-10	-2	10	4	-7	3
COCCNC(=O)CS(=O)(=O)Cc1nc(-c2ccc(C)cc2)oc1C	-2	7	-2	-4	-1	13[fluorescence artefact?]	-1	-2	-3
COC(=O)c1cccc(NC(=O)CCCOc2ccccc2)c1	5	16	5	5	-2	-5[fluorescence artefact?]	13	-3	0
O=C1N=C(N2CCOCC2)S/C1=C\c1ccncc1	-1	1	0	-9	-3	-8	4	3	nt
CN(C)CCNc1oc(/C=C/c2ccccc2)nc1C#N	-46	-64	-30	-18	0	-14[fluorescence artefact?]	-2[fluorescence artefact?]	9	7
Cc1cc(C(=O)COC(=O)c2cc(O)c3ccccc3c2O)c(C)n1CC1CCCO1 (stereo not drawn)	-3	5	-2	-6	-1	73*	11	6	-4
O=C1c2ccccc2-c2onc3ccc(NCCCn4ccnc4)c1c23	15	4	5	-4	-1	8[fluorescence artefact?]	1[fluorescence artefact?]	-13	-4
O=C(CCCc1ccccc1)Nc1cccnc1	5	-4	-6	-7	3	-3	-6	-3	nt
CCOc1ccc2nc(N3CCC(C(=O)Nc4nnc(CC)s4)CC3)sc2c1	-16	5	-1	-3	-1	2[fluorescence artefact?]	6[fluorescence artefact?]	-9	-7
COCCN(C(=O)C1CC1)c1nnc(-c2ccc(C)cc2)s1	-4	64*	34	-28	3	6	0	-7	-2
O=C(NC1CCCCCC1)c1cccnc1Sc1ccc(Cl)cc1	-8	4	-3	0	0	-2	12	-5	-10
Cc1nn(C(=O)CCCn2cc([N+](=O)[O-])cn2)c(C)c1Cl	-6	11	-1	-10	0	-15	-1	-1	4
Cc1ccc(C(C(=O)NC2CCCCC2)N(CC2CCCO2)C(=O)CNC(=O)c2cccs2)cc1 (stereo not drawn)	4	0	-4	-6	0	0	0	3	2
COc1ccc(Cc2noc(CN(C)Cc3ccc(-n4cccn4)cc3)n2)cc1OC	-2	4	-4	-3	-4	-4	-4	-2	8
COc1ccc(C2/C=C\CN(C(=O)Oc3ccc(C(F)(F)F)cc3)CC(=O)N2Cc2ccc(F)cc2)cc1 (stereo not drawn)	1	9	0	2	nt	4	-10	nt	5
CCOc1cc(C(=O)CSc2nnc(CNc3ccc(Cl)cc3)o2)ccc1NC(=O)CC	-14	18	5	-12	-1	20[fluorescence artefact?]	-28	2	-5
CCc1cc2c(=O)[nH]c(CC(N)=O)nc2s1	-12	2	-4	-2	5	-17	0	-3	7
CCOc1cc(/C=N/NC(=O)C(N)=O)cc(Br)c1O	-16	-2	2	-29	-1	15	-7	4	14
Cc1ccccc1NC(=O)c1ccc(Cl)c(NC(=O)c2cccnc2)c1	-1	2	-4	0	0	-7	1	3	11
O=C(OCCN1CCCC1=O)c1cc(F)c(F)c(F)c1F	-15	2	-1	-17	-1	0	-6	0	2
CCC(Sc1nc2ccccc2o1)C(=O)O (stereo not drawn)	nt	5	2	nt	-1	2	-1	7	nt
COc1ccc(-c2csc(-c3cc4ccccc4oc3=N)n2)cc1	3	6	2	1	2	6	3[fluorescence artefact?]	10	-10
COc1cccc(NC(=O)CSc2nnc(CNC(=O)c3ccccc3)n2C)c1	-8	7	-7	-24	4	3	0	-5	5
Cc1ccc(S(=O)(=O)N(C)C)cc1NC(=O)CN1C(=O)NC2(CCCc3ccccc32)C1=O (stereo not drawn)	-19	0	-6	-5	0	-7	-6[fluorescence artefact?]	-4	5
Cc1ccc(C)c(NC(=S)N(CCN(C)C)C(C)c2ccccn2)c1 (stereo not drawn)	-3	8	0	-20	3	0	-1	-3	16
COCCn1c(C)cc(C(=O)CSc2ncn[nH]2)c1C	-17	17	1	-4	5	-6[fluorescence artefact?]	3[fluorescence artefact?]	8	1
Cc1ccc(-n2cccc2C(=S)N=P(N(C)C)(N(C)C)N(C)C)cc1	-21	14	6	-10	-2	0	-1	8	2

Structures from the list above containing a COOH group, in the order listed:
SMILES	KLK5 inh	FXIIa inh	FXIa inh 1536	Mdm2 ligase inh	Wee1 stabilizer	14-3-3 Bad inh	eIF4E 4G PPI	p97 inhibitor	Rad51 HR inh
COc1ccc(CNC(=O)/C(C)=C\C(=O)O)cc1	20	29	30	-93	1	3	-1	0	-3
CCC(Sc1nc2ccccc2o1)C(=O)O (stereo not drawn)	nt	5	2	nt	-1	2	-1	7	nt

Following part.
SMILES	KLK5 inh	FXIIa inh	FXIa inh 1536	Mdm2 ligase inh	Wee1 stabilizer	14-3-3 Bad inh	eIF4E 4G PPI	p97 inhibitor	Rad51 HR inh
CC(C)(C)Sc1ccc(N)nc1	5	12	5	-16	-1	55	8	-2	1
CCOC(=O)N1CCN(c2cc(C)c(C(C)=O)cc2F)CC1	8	12	7	4	6	1	2	-4	1
COc1ccccc1C(=O)Nc1ccc(Oc2nnc(-c3ccc(C)cc3)c3ccccc23)cc1	0	8	4	-13	-2	-3	-2	8	-2
Cc1ccc(OCC(=O)N/N=C\c2cn(Cc3ccccc3)c3ccccc23)cc1C	-1	0	-2	-9	2	0	-5	4	8
O=C(NNC(=O)C(Cl)Cl)c1cnn(-c2ccccc2)c1C(F)(F)F	-10	6	-7	-7	0	-3	-1	9	8
